TDP-43 yeast inh: rescues yeast growth from TDP-43 toxicity; TDP-43 expressing yeast growth rescue, BacTiter-Glo, 24 h; Potency, µM (highest dose often 46.1 µM), inactives show top-dose growth rescue (activation), usual class: activators; actives 1.8% (n = 410,000); note: potency is the fitted concentration of half-maximal effect; % of control where 0% means no effect; nearly all actives have a fitted effect of over 50% in size
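Cell-based yeast growth screen: TDP-43 expression induced in galactose, inoculum OD600=0.02 after raffinose pregrowth to mid-log. Read-out BacTiter-Glo luminescence at 24 hr, 30 deg C; inhibition of toxicity seen as signal increase.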
aSyn rescue: alpha-synuclein toxicity inhibition in yeast | AID 652106 | actives 0.14% (n = 370,000) | Potency, µM (doses to about 46.1 µM), for inactives: top-dose growth rescue (activation), most hits filed as activators | Yeast expressing alpha-synuclein, growth rescue, BacTiter-Glo, 24 h; note: potency is the fitted concentration of half-maximal effect; % of control where 0% means no effect; nearly all actives have a fitted effect of over 65% in size
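Readout is rescue of growth in alpha-synuclein-expressing yeast, so inhibitors of toxicity appear as activators. Growth after 24 hr at 30 deg C in galactose medium is quantified by luminescence.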
GLP1R ag: GLP-1 receptor (human) agonism. P43220. HEK293 GLP-1R CRE-luciferase, luminescence, 4-6 h; cells express a hypersensitive GLP-1R form. Potency, µM (titrated, usually from 45.6 µM), without a hit: top-dose activation, most hits filed as activators. actives 0.007% (n = 380,000); note: potency is the fitted concentration of half-maximal effect; % of control where 0% means no effect
Target sequence (P43220 whole entry, looked up): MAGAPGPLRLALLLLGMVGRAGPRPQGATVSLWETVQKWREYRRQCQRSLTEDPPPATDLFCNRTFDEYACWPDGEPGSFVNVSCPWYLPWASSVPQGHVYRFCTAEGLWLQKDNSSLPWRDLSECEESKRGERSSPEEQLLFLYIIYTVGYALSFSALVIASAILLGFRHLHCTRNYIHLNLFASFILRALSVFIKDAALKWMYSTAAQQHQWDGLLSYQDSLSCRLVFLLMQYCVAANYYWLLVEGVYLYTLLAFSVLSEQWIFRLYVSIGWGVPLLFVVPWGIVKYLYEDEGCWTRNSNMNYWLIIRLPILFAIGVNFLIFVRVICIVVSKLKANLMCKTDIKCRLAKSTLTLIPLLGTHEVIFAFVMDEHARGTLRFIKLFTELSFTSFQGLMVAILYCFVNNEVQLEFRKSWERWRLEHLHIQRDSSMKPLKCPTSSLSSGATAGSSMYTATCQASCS
HEK293 tox: cytotoxicity in counter-screen for GLP-1R inverse agonists; HEK293 cAMP-luciferase reporter cells, luminescence, 24 h; Potency, µM (series often up to 38.3 µM), without a hit: top-dose activity change, negative = inhibition, actives largely listed as inhibitors; actives 0.13% (n = 410,000); AID 624418;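 note: loss of luciferase light is scored as toxicity; potency is the fitted concentration of half-maximal effect; % is set by controls: 0 for no effect and ±100 for the full control effect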
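Compound-treated cells are incubated 24 hr at 37 deg C under 5% CO2 after a 12 hour attachment period, then luciferase detection reagent is added and luminescence is measured following 12 min at room temperature; lowered signal indicates toxicity.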
D3 antag: blocks the human D3 dopamine receptor. max response, negative = inhibition, %. AID 652054. actives 2.5% (n = 360,000). D3R cells, DiscoveRx beta-arrestin luminescence, antagonist mode; active compounds read low; in the data active = max response below about -50%; inconclusive = no clear call, values can overlap the other calls; note: % is set by controls: 0 for no effect and ±100 for the full control effect; mostly tested at two doses, the higher about 12 µM
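Cells expressing the human receptor were seeded at 1500 cells/well, incubated overnight at 37 degrees C in 5% CO2, then exposed to library compounds with dopamine controls for 90 minutes at 37 degrees C before luminescent detection.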
PTHR1 ag: agonists of human PTHR1 parathyroid hormone receptor | actives 0.075% (n = 410,000) | HEK293 GP2 PTHR1 cells, GloSensor cAMP luminescence, 1 h | AID 743266 | Potency, µM (doses to about 115 µM), for inactives: top-dose activation, most hits filed as activators | Q03431; note: potency is the fitted concentration of half-maximal effect; nearly all actives have a fitted effect of over 55% in size; some results filed as inactive show a strong effect at the top dose; inactives centre near -15; many of its hits are not listed in these tables
Target sequence (Q03431 whole entry, looked up): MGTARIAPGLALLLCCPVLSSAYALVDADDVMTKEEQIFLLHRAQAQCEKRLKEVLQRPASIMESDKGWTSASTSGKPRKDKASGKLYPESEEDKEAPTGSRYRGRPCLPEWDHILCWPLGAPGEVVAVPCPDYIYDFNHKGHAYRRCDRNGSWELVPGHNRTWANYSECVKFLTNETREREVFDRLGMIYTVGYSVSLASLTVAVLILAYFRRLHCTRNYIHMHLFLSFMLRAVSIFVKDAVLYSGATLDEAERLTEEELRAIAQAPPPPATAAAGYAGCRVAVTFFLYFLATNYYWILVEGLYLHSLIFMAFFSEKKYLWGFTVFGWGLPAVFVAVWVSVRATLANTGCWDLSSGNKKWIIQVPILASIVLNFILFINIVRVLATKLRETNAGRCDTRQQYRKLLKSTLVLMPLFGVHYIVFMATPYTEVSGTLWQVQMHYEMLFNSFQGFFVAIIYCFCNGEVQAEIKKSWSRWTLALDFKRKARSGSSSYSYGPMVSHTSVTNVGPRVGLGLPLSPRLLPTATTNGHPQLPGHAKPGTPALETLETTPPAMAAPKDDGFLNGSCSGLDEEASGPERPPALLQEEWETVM
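HEK-293-derived GP2 cells expressing PTHR1 and a GloSensor cAMP reporter, 3,000/well, plated overnight, given luciferin plus IBMX (each 0.5 mM as added) for 1 h at 37 °C, then compound for 1 h at 37 °C. Luminescence was read after 15 min at room temperature.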
GLP1R inv ag: GLP-1 receptor (human) inverse agonism. HEK293 GLP-1R CRE-luciferase, luminescence, 24 h; GLP-1R form is constitutively active. Potency, µM (highest dose often 38.3 µM), without a hit: at the highest dose activity change, negative = inhibition, usual class: inhibitors. actives 1.6% (n = 410,000). AID 624417; note: potency is the fitted concentration of half-maximal effect; % is set by controls: 0 for no effect and ±100 for the full control effect; nearly all actives have a fitted effect of over 55% in size
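Seeding at 200 cells/uL, 12 h culture, 24 hr compound treatment, then luciferase reagent and a luminescence read; cells are HEK293 stably expressing a constitutively active GLP-1R plus cAMP-responsive luciferase.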
KB-V1 cytotox: kills drug-selected multidrug resistant KB-V1 cells; KB-V1 MDR cells viability, CellTiter-Glo, 72 h; Potency, µM (series often up to 46.1 µM), for the others: top-dose activity change, negative = cytotoxicity, actives largely listed as cytotoxic; actives 3.4% (n = 400,000); AID 1347076; note: potency is the fitted concentration of half-maximal effect; % is set by controls: 0 for no effect and ±100 for the full control effect; nearly all actives have a fitted effect of over 60% in size
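Readout: CellTiter-Glo luminescence, 10 min after addition. Cells: KB-V1 MDR subline, 72 h at 37 degrees C with compound. Analysis: corrected, normalized data fitted to concentration-effect curves.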
DRD3 agonist: activates the human D3 dopamine receptor; AID 652048; P35462; actives 0.58% (n = 410,000); D3R DiscoveRx beta-arrestin cells, luminescence, 90 min; max activation, %; in the data active = max activation above about 30%; note: 0% is about no effect; mostly tested at two doses, the higher about 12 µM
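Agonist mode: compounds and dopamine controls were applied to plated cells for 90 min at 37 degrees C after an overnight attachment at 1500 cells/well. Luminescent read-out followed 30 - 60 minutes at room temperature with DiscoveRx detection reagent.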
* hit, by the source's call; i = inactive; ? = inconclusive; . = not tested or not shown; & = joins results of further samples; [ ] = dose if it differs, or a comment. Unless noted, calls come from the whole dose curve; as a rule, active = well fitted curve in the direction sought with a large enough effect; inconclusive = small, poorly fitted or top-dose-only effect, or another doubt; inactive = no such curve, though single readings can be large; an effect the other way counts as inactive or inconclusive. This is a subset (hit frequency here may not be typical).

SMILES	TDP-43 yeast inh	aSyn rescue	GLP1R ag	HEK293 tox	D3 antag	PTHR1 ag	GLP1R inv ag	KB-V1 cytotox	DRD3 agonist
CCOC(=O)c1ccc(S(=O)(=O)NC2CCCCCCC2)n1C	26%	6%	?	2%	0	-14%	-28%	-20%	2
CCCCCCNS(=O)(=O)c1ccc(Cl)s1	0%	14%	0%	0%	-12	-12%[57.5 µM]	0%	-23%	2
O=S1(=O)C[C@@H](N2CCN(CCO)CC2)[C@H](COCc2ccccc2)N1	13%	-1%	-1%	3%	2	2%	-1%	-9%	7
CC(C)(C)C(=O)Nc1c2c(nn1-c1ccc(F)cc1)CSC2	6%	2%	1%	5%	-6	i	-26%	-1%	7
CC(C(=O)N1c2ccc(F)cc2CCC1C)N1C(=O)c2ccccc2C1=O (stereo unspecified)	2%	-1%	-8%	-3%	15	-20%	2%	23%	2
Cc1noc(C)c1CSc1nc2sc(C)c(C)c2c(=O)n1-c1ccccc1	-7%	5%	28%	-9%	-9	-4%[57.5 µM]	11%	-6%	2
COCCNC(=O)C(=O)N/N=C/c1cccs1	20%	4%	10%	1%	-3	i	4%	?	-1
Cc1ccc(S(=O)(=O)N2CCN(C(=O)c3cc(=O)[nH]c4ccccc34)CC2)c(C)c1	-15%	-1%	0%	0%	2	i	0%	-3%	-10
Cc1nnc(NC(=O)CCCN2C(=O)c3ccccc3C2=O)s1	1%	0%	-5%	4%	15	i	0%	1%	-1
O=C(Nc1ccccc1)c1cc2c(=O)c3ccccc3oc2nc1C(F)(F)F	5%	-4%	-9%	-10%	1	-23%[57.5 µM]	-6%	-4%	0

Reprinted from the part before: three entries, followed by the next part.
SMILES	TDP-43 yeast inh	aSyn rescue	GLP1R ag	HEK293 tox	D3 antag	PTHR1 ag	GLP1R inv ag	KB-V1 cytotox	DRD3 agonist
Cc1ccc(S(=O)(=O)N2CCN(C(=O)c3cc(=O)[nH]c4ccccc34)CC2)c(C)c1	-15%	-1%	0%	0%	2	i	0%	-3%	-10
Cc1nnc(NC(=O)CCCN2C(=O)c3ccccc3C2=O)s1	1%	0%	-5%	4%	15	i	0%	1%	-1
O=C(Nc1ccccc1)c1cc2c(=O)c3ccccc3oc2nc1C(F)(F)F	5%	-4%	-9%	-10%	1	-23%[57.5 µM]	-6%	-4%	0
CCCCCn1cnc2sc(CC)cc2c1=O	?	3%	11%	11%	8	-13%	17%	15µM*	5
Cc1nc2cc3c(=O)n(C)cnc3cc2n1Cc1ccccc1	-6%	1%	-4%	0%	-16	i	54%[activator]	-25%	-6
CC(OC(=O)c1ccccc1C(=O)N(C)Cc1ccccc1)C(=O)NC1(C#N)CCCCC1 (stereo unspecified)	11%	2%	-5%	-4%	8	i	-2%	-9%	1
CC(=O)NC(c1ccccc1)c1nc(-c2cccc(C(F)(F)F)c2)cs1 (stereo unspecified)	9%	5%	14%	-2%	-7	-15%	0%	2%	-7
CN(C)c1ccc(C=Nc2cnn(C)c2C(N)=O)cc1	-2%	-5%	-2%	-8%	19	-10%	21%	27%	-7
O=c1c(-c2ccc(O)cc2)coc2cc(O)cc(O)c12	24%	3%&0%	?	-10%	3	-45%[inhibitor]	32%[activator]	-14%	-10&-11
Cc1sc(NC(=O)c2ccco2)c(C(c2ccc(F)cc2)N2CCN(C)CC2)c1C (stereo unspecified)	-6%	1%	0%	?	-19	i	7.1µM*	0%	-9
OC(COc1ccc(Cl)cc1)CN1CCN(c2ccccc2)CC1 (stereo unspecified)	-4%	0%	2%	2%	-87*	-17%	?	-12%	-2
CSc1nc2sc3c(c2c2nncn12)CCC3	?	-4%	6%	-12%	-12	i	73%[activator]	-8%	-9
CC1CN(C(=O)COC(=O)c2ccccc2O)CC(C)O1 (stereo unspecified)	-16%	0%	5%	-2%	-12	-1%	15%	1%	-10
COc1cc(OC)c(C(=O)OCC(=O)NCCC2=CCCCC2)cc1OC	?	-2%	10%	11%	-28	i	2%	-10%	-33
COc1ccc(CN2CCn3ncc(C(=O)Nc4cccc(C)c4)c3C2=O)cc1	-4%	-2%	-1%	3%	-21	i	?	?	2
COc1cc(=O)n(C)c2c(O)cccc12	16%	-7%	7%	-6%	19	i	22%	-40%	-3
C=CCNC(=O)CN1CCC(O)(c2ccc(F)cc2)CC1	-12%	0%	4%	-1%	-17	-9%[57.5 µM]	0%	5%	9
CN(C(=O)CSc1nc(C2CC2)nc2ccccc12)c1nc(-c2ccccc2)cs1	0%	-1%	-16%	4%	22	i	-5%	?	1
CCOc1nc(NCCN2CCOCC2)nc(NC(C)C)n1	-4%	-2%	-6%	9%	-7	i	1%	4%	-5
Cc1ccc(NC(=O)CN2C(=O)NC3(CCCC3)C2=O)nc1	-22%	-2%	10%	10%	6	i	6%	8%	4
CCn1cc(/C=C(\NC(=O)c2ccc(OC)c(OC)c2)C(=O)NCCCN2CCOCC2)c2ccccc21	5%	0%	-5%	-14%	-2	i	5%	-1%	-7
O=C(NN=Cc1ccccc1C(=O)O)C(=O)NN=Cc1ccccc1C(=O)O	-9%	-2%	1%	-1%	8	?	5%	?	-4
O=C(CSc1nnc(-c2ccncc2)o1)NC1CCCCC1	19%	2%	7%	-22%	22	i	-11%	0%	2
Cc1cc([N+](=O)[O-])ccc1NC(=O)Nc1ccccc1F	-8%	-6%	3%	10%	-21	-54%[inhibitor]	6%	-9%	-10
Cn1c(=O)[nH]c(=O)c2c1nc(N1CCOCC1)n2CC(O)COc1ccccc1 (stereo unspecified)	16%	11%	-6%	5%	-6	-9%	0%	-23%	12
CC(C)C1C(=O)N(Cc2cn(CC3CCCCC3)nn2)CCS(=O)(=O)N1Cc1ccc(-c2ccccc2)cc1 (stereo unspecified)	21%	27%	8%	-12%	?	-22%	?	-14%	-6
COc1cc(OC)c(C2CC(=O)N3CN(c4ccccc4)CSC3=C2C#N)cc1OC (stereo unspecified)	10%	7%	11%	-10%	-21	-8%	2%	-4%	-1
Cc1sc(NC(=O)COc2cccc(-n3cnnn3)c2)c(C#N)c1C	-23%	1%	24%	1%	7	i	0%	-23%	-7
COC(=O)n1c(=O)oc2ccc(S(=O)(=O)N3CCCCC3)cc21	13%	6%	0%	1%	-2	-5%	4%	3%	9
Cc1csc2nc(COC(=O)c3ccc(NC(=O)C(C)Oc4ccccc4)cc3)cc(=O)n12 (stereo unspecified)	?	.	.	0%	.	i	-20%	.	-20
COc1ccccc1N1CCN(C(=O)N2CCOCC2)CC1	0%	0%	-18%	-10%	-18	8%[57.5 µM]	-3%	-27%	-11
O=C(CSc1nnnn1-c1ccccc1)Nc1ncc(Cc2cccc(Cl)c2Cl)s1	16%	-1%	-11%	1%	1	i	8%	-21%	5
Cc1ccccc1NC(=O)CSc1nc(N)c(C#N)cc1C#N	-12%	-1%	9%	6%	-12	i	0%	?	-3
O=c1oc2ccccc2cc1-c1ccc(O)cc1O	-12%	-1%	12%	-13%	-2	-26%	-27%	-23%	4
CCOc1ccc(NC(=O)CN(C)C(=O)C(C)Oc2ccc(Cl)cc2)cc1OCC (stereo unspecified)	27%	3%	-2%	2%	2	i	?	-7%	1
CC(CCC(=O)O)C1CC[C@@]2(C)C3C(=O)CC4C(C)(C)C(O)CC[C@]4(C)C3C(=O)C[C@]12C (stereo partly specified)	3%	4%	-6%	2%	3	-6%	5%	0%	-4
CCCn1c(SCC(=O)c2ccc(CC)cc2)n[nH]c1=O	-1%	5%	-2%	4%	8	-19%[57.5 µM]	1%	18%	9
CC1CC1C(=O)OCC(=O)Nc1ncc(Cl)cc1Cl (stereo unspecified)	-13%	-3%	10%	-20%	14	-12%	7%	12%	7
Clc1cccc(Cl)c1CSc1nnc2ccccn12	15%	0%	-1%	-7%[1.53 µM]	-8	i	1%	-28%	-6
O=C1NC[C@H](Cc2ccccc2)N(CC2CCN(CCCC3CCCC3)CC2)C1=O	8%	-30%	-8%	3%	?	i	-49%	-5%	-46
Cc1ccc(NCc2ccco2)cc1C	0%	0%	2%	-2%	-2	-23%	7%	-8%	-2
NC(=O)c1nn(-c2ccccc2)nc1NC(=O)CN1CCOCC1	2%	2%	8%	3%	-2	-22%	1%	-5%	3
Nc1nc2cc(Br)ccc2o1	-38%[inhibitor]	-31%[inhibitor]	14%	3%	5	i	1%	1%	0
CC(=O)Nc1ccc(NC(=O)C(C)OC(=O)c2cccc(S(=O)(=O)N3CCCCC3)c2)cc1 (stereo unspecified)	11%	12%	0%	-10%	-2	-46%[inhibitor]	7%	11%	-8
CCCc1nn(C)c(C(=O)Nc2ccc(C)c(C)c2)c1Cl	3%	-2%	2%	3%	22	-14%	-8%	14%	9
CCCCNC(=O)Cc1ccc(C)cc1	8%	7%	-4%	1%	4	i	9%	14%	1
CCOC(=O)c1ccc(NC(=O)C2CCN(S(=O)(=O)c3ccccc3)CC2)cc1	4%	-12%	3%	2%	-28	-28%	13%	-12%	-9
COc1ccccc1-c1coc2cc(OC(=O)/C=C/c3ccccc3)ccc2c1=O	-29%	-11%	-2%	-1%	0	-12%	9%	-17%	-19
COc1ccc(NC(=O)N(C)C[C@H]2Oc3ncc(Br)cc3C(=O)N([C@H](C)CO)C[C@@H]2C)cc1	2%	-2%	8%	-2%	24	-19%	10%	-21%	2
CC(C)CCSc1nc(N2CCOCC2)c2c(c1C#N)CC(C)(C)OC2	19%	16%	14%	3%	15	i	0%	8.2µM*	13
Cc1cccc(/C=N/n2c(C3CCCCC3)n[nH]c2=S)c1	-2%	-11%	-2%	-5%	-5	-15%	?	-11%	1
COc1cccc(N2CC(=O)Nc3c(oc4nc(-c5ccccc5)cc(C)c34)C2=O)c1	0%	0%	-1%	10%	-23	0%	-6%	-25%	-5
